Source: PubChem (National Center for Advancing Translational Sciences (NCATS))
DT40 TDP1 CPT – growth inhibition of DT40 Tdp1-/-;hTDP1 cells with camptothecin (screen for TDP1 inhibitors) | chicken DT40 Tdp1-/-;hTDP1 cells + 20 nM CPT, ATP luminescence, 48 h | Potency, µM (highest dose often 46.2 µM), without a hit: top-dose activity change, negative = growth inhibition, usual class: inhibitors | 420,000 tested, 12% active; also: nearly all actives have a fitted effect of over 55% in size
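Chicken DT40 Tdp1-/- cells stably complemented with human TDP1 were seeded at 400 cells/well in medium containing 20 nM camptothecin, exposed to pin-transferred compounds, and grown at 37 °C for at least 48 hr. Viability was read as ATP luminescence.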
TDP1 cell noCPT – qHTS for Inhibitors of human tyrosyl-DNA phosphodiesterase 1 (TDP1): qHTS in cells in absence of CPT; AID 686978, 2013; 420,000 tested, 15% active; Potency, µM (top dose mostly 46.2 µM), without a hit: at the highest dose activity change, negative = growth inhibition, usual class: inhibitors; DT40 Tdp1-/- hTDP1 cells, no CPT, ATP luminescence, 48 h; also: nearly all actives have a fitted effect of over 55% in size
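Luminescent ATP content (CellTiter-Glo) served as the growth readout. Knockout chicken DT40 cells expressing human TDP1 were exposed to compounds without camptothecin for a minimum 48 hr at 37 °C.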
TDP1 block – TDP1 (human) enzyme inhibition. 350,000 tested, 0.28% active. Q9NUW8. AID 485290. Potency, µM (highest dose often 130 µM), without a hit: top-dose activity change, negative = inhibition, hits mostly inhibitors. recombinant TDP1, AlphaScreen DNA substrate cleavage; also: nearly all actives have a fitted effect of over 40% in size
Target sequence (Q9NUW8 whole entry, looked up): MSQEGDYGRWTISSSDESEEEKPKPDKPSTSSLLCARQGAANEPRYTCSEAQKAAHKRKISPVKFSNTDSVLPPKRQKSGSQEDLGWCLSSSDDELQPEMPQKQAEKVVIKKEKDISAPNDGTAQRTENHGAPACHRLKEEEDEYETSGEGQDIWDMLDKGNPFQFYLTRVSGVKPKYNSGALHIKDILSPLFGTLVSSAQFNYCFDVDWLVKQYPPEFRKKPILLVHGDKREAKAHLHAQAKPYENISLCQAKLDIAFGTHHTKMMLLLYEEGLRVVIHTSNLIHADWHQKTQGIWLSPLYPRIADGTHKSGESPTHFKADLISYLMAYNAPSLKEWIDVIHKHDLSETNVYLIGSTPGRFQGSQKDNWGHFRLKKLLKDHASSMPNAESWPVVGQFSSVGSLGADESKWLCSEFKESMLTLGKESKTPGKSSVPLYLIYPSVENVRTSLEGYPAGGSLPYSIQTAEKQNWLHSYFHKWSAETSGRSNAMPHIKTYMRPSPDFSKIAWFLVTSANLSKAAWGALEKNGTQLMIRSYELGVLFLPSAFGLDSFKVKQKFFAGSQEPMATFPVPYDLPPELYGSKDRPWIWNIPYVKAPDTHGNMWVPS
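Recombinant human Tdp1 (E. coli-expressed, 1 nM final) preincubated with compounds 15 min at room temperature, then 5'-biotin/3'-phosphotyrosine-FITC DNA substrate (15 nM final) added for 5 min. AlphaScreen beads (10 ug/ml final) added 10 min; cleavage lowers signal.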
An asterisk follows results filed as active; ? = inconclusive; nt = not tested or not shown; ! = a repeat was not active; [ ] = remark or other dose. Calls follow the shape of the dose curve; as a rule, active = well fitted curve in the direction sought with a large enough effect; inconclusive = small, poorly fitted or top-dose-only effect, or another doubt; inactive = no such curve, though single readings can be large; an effect the other way counts as inactive or inconclusive. % is scaled to controls: 0 for no effect and ±100 for the full control effect; potency is read from the fitted curve at half-maximal effect.

1) COc1ccc(CNC(=O)C(C)OC(=O)CN2C(=O)COc3ccccc32)cc1 (stereo not given)
2) Cc1cc(NC(=O)CCC(=O)N(Cc2ccco2)C(C)(C)C(=O)NC2CCCCC2)no1
3) O=C(COc1ccc(Cl)cc1)Nc1cnn(Cc2c(Cl)cccc2Cl)c1
4) COc1ccc(C(=O)Nc2ccccc2N2CCN(C(=O)C(C)C)CC2)cc1Cl
5) CC(C)(C)c1ccc(Cn2nnc3c(=O)[nH]c(C4CCN(C(=O)Cc5cccs5)CC4)nc32)cc1
6) CC[C@H](C)[C@@H]1NC(=O)c2cc([N+](=O)[O-])cc(I)c2NCC[C@@H](C(N)=O)NC(=O)[C@H](CCCN=C(N)N)NC1=O
7) CCC(CC)C(=O)N1CCc2cc(OC)c(OC)cc2C1COc1ccc(C(=O)OC)cc1 (stereo not given)
8) CCOc1ccc(NCc2cccn2-c2nnc(N3CCC(C(=O)NCCCN4CCCCC4)CC3)s2)cc1

assay / compound | 1 | 2 | 3 | 4 | 5 | 6 | 7 | 8
DT40 TDP1 CPT | -1% | -7% | -16% | ? | ? | -1% | ? | ?
TDP1 cell noCPT | -6% | ? | -23% | ? | 21µM* | -15% | ? | 23µM*
TDP1 block | 10% | 3%[56.1 µM] | 2% | 3%[56.1 µM] | 11% | 1% | 8% | 10%

Reformatted with each value named: entries from further up.
3: O=C(COc1ccc(Cl)cc1)Nc1cnn(Cc2c(Cl)cccc2Cl)c1
  DT40 TDP1 CPT: -16%	TDP1 cell noCPT: -23%	TDP1 block: 2%
4: COc1ccc(C(=O)Nc2ccccc2N2CCN(C(=O)C(C)C)CC2)cc1Cl
  DT40 TDP1 CPT: ?	TDP1 cell noCPT: ?	TDP1 block: 3%[56.1 µM]

Further results:
9) CN(C)N(C(=O)c1cc(-c2cccs2)nn1-c1ccccc1)C1CCS(=O)(=O)C1 (stereo not given)
10) Cc1ccc(NC(=O)C2C3C=CC4(O3)C2C(=O)N(CCCN2CCCC2)C4C(=O)NC2CCCCC2)cc1Cl (stereo not given)
11) CC(C(=O)NCc1ccccc1)N(Cc1ccccc1Cl)C(=O)c1snc(C(N)=O)c1N (stereo not given)
12) CCc1cccc(C)c1NC(=S)N(CCCN1CCN(C)CC1)Cc1cccs1
13) COC(=O)C1CCN(C(=O)c2cc3c(=O)n4cccc(C)c4nc3n2Cc2ccccc2)CC1
14) O=S(=O)(c1ccc(Br)cc1)c1nnn2c1nc(NCc1ccc3c(c1)OCO3)c1sccc12
15) Cn1c(Sc2ccc(Cl)cc2)c(C=O)c2ccccc21
16) CCCS(=O)(=O)N1CCN(C(=O)CCC2CCCC2)CC1

assay / compound | 9 | 10 | 11 | 12 | 13 | 14 | 15 | 16
DT40 TDP1 CPT | -5% | 13% | ? | 0% | ? | ? | ? | 0%
TDP1 cell noCPT | -11% | -1% | -17% | ? | ? | -23% | 21µM* | -10%
TDP1 block | 3% | 5% | 6% | 3% | -8% | 3% | -4% | 3%

Of the compounds above, these have a thiophene ring, fused or not.
5) CC(C)(C)c1ccc(Cn2nnc3c(=O)[nH]c(C4CCN(C(=O)Cc5cccs5)CC4)nc32)cc1
9) CN(C)N(C(=O)c1cc(-c2cccs2)nn1-c1ccccc1)C1CCS(=O)(=O)C1 (stereo not given)
12) CCc1cccc(C)c1NC(=S)N(CCCN1CCN(C)CC1)Cc1cccs1
14) O=S(=O)(c1ccc(Br)cc1)c1nnn2c1nc(NCc1ccc3c(c1)OCO3)c1sccc12

assay / compound | 5 | 9 | 12 | 14
DT40 TDP1 CPT | ? | -5% | 0% | ?
TDP1 cell noCPT | 21µM* | -11% | ? | -23%
TDP1 block | 11% | 3% | 3% | 3%

Continued:
17) Cc1cnc(C(=O)OCc2cc(=O)n3c(C)cccc3n2)cn1
18) CN1CCN(c2nc(Nc3ccc(F)cc3)nc(Nc3ccc(F)cc3)n2)CC1
19) CCN(c1ccccc1)S(=O)(=O)c1c(-c2ccc(C)cc2)csc1C(=O)OC
20) N#CC1=C(N)OC2=C(C(=O)CC(c3ccco3)C2)C1c1ccc(OCc2c(F)cccc2Cl)cc1 (stereo not given)
21) CCOC(=O)c1cnn(-c2ccccc2)c1-n1cccc1C(=O)C(=O)N(C)C
22) CCOc1ccc2c(c1)C(=O)c1cc(OCC(=O)O)ccc1-2
23) NC(=O)N/N=C/c1ccc(-c2ccc(S(=O)(=O)Nc3ncccn3)cc2)o1
24) CC(C)(CN=C1NS(=O)(=O)c2ccccc21)CNC(=O)c1ccccc1

assay / compound | 17 | 18 | 19 | 20 | 21 | 22 | 23 | 24
DT40 TDP1 CPT | 3% | 21µM* | 18µM* | ? | -2% | ? | 3% | -20%
TDP1 cell noCPT | -14% | ? | 15µM* | ? | 4% | 41%[activator] | -1% | -30%
TDP1 block | -7% | nt | 1% | 8% | 1% | 3% | nt | 3%

25) Cc1nn(C)c(C(=O)N/N=C/c2ccc(-c3ccccc3)cc2)c1Cl
26) CCOc1cc(C(=O)NCc2ccc3c(c2)CCN3C(=O)CC)cc(OCC)c1OCC
27) COc1ccc(-c2cn(Cc3cccc(OC)c3)nn2)cc1
28) CN(C(=O)c1cccc(Br)c1)C1CCS(=O)(=O)C1 (stereo not given)
29) COc1ccc(OC)c(S(=O)(=O)N2CCC(C(=O)NCc3ccccc3)CC2)c1
30) C1CCN(c2nc3nonc3nc2N2CCCC2)C1
31) CC1CCCCC1NC(=O)CCS(=O)(=O)c1cccc2nonc12 (stereo not given)
32) Cc1ccc(Cn2c(CN3CC(C)OC(C)C3)nc3c2c(=O)n(C)c(=O)n3C)cc1 (stereo not given)

assay / compound | 25 | 26 | 27 | 28 | 29 | 30 | 31 | 32
DT40 TDP1 CPT | -23% | -10% | 13µM*! | 15% | -3% | -4% | -9% | -13%
TDP1 cell noCPT | -14% | -19% | 11µM*! | 0% | -15% | -5% | -14% | -19%
TDP1 block | 3% | -1% | nt | -4%[0.505 µM] | -2% | 4% | 7% | 1%

33) CCC1(C(=O)O)NC(c2cccc(OC)c2O)C2C(=O)N(c3ccccc3)C(=O)C21 (stereo not given)
34) COC(=O)c1nnn(-c2cccc(Cl)c2)c1C(=O)OC
35) COC(=O)Cn1c(CN2CCc3ccccc3C2)nc2c1c(=O)n(C)c(=O)n2C
36) CCC(CC)C(C(=O)NC1CCCC1)N1CCN(c2cc(C)nc3ccccc23)CC1 (stereo not given)
37) COc1ccc(N=C2CCS(=O)(=O)c3sccc32)cc1
38) OC(COc1ccc(C2C=CCC2)cc1)CN1CCCCC1 (stereo not given)
39) O=C(O)CC1(CC(=O)NCc2ccc(-c3cccs3)cc2)CCCCC1
40) COc1ccc(-c2cc(C(F)(F)F)c(C#N)c(SCC(=O)O)n2)cc1

assay / compound | 33 | 34 | 35 | 36 | 37 | 38 | 39 | 40
DT40 TDP1 CPT | 0% | 5% | 13µM* | ? | 9.2µM* | ? | 4% | 4%
TDP1 cell noCPT | -1% | -9% | 21µM* | ? | ? | ? | 0% | -5%
TDP1 block | 0% | 2% | 3% | nt | 5% | -1% | -3% | 3%

41) O=[N+]([O-])c1ccc(CP(=O)(c2ccccc2)c2ccccc2)cc1
42) O=C(c1ccc2c(Cl)c3c(nc2c1)CCCC3)N1CCN(c2ccccc2)CC1
43) COc1ccc(C(=O)Nc2ccccc2C(=O)NCCN2CCOCC2)cc1
44) COc1ccc(NC(=O)N(Cc2cc3cc(OC)c(OC)cc3[nH]c2=O)CC2CCCO2)cc1 (stereo not given)
45) CCS(=O)(=O)c1ccc(O)c(NC(=O)COc2ccccc2)c1
46) Cc1cc(C)n(CCc2nc(-c3cccs3)cs2)n1
47) Cc1ccc(C)c(OCCCC(=O)NC2CCCCC2)c1
48) COc1ccccc1NS(=O)(=O)c1cccc(C(=O)NN=C2CCCC2)c1

assay / compound | 41 | 42 | 43 | 44 | 45 | 46 | 47 | 48
DT40 TDP1 CPT | ? | 1% | -25% | ? | -13% | ? | ? | -11%
TDP1 cell noCPT | ? | -10% | -5% | ? | ? | ? | ? | -14%
TDP1 block | nt | 2% | 3% | -1% | -13% | 1%[56.1 µM] | nt | -8%

49) Cc1ccc(S(=O)(=O)N(C)C)cc1NC(=O)COC(=O)Cc1n[nH]c(=O)c2ccccc12
50) Cc1ccc(CNS(=O)(=O)CCNC(=O)c2ccccc2)cc1
51) CSc1ccccc1NC(=O)CCS(=O)(=O)c1nc(-c2ccc3c(c2)OCO3)cc(C(F)(F)F)n1
52) O=C(Nc1ccc(Cl)c(C(F)(F)F)c1)c1cc2nc(-c3ccc4c(c3)OCO4)cc(C(F)(F)F)n2n1
53) CC(NC(=O)C1C(=O)N(CCO)C2(C)CC1c1ccccc1O2)c1ccccc1 (stereo not given)
54) CCOC(=O)c1cc(CC)sc1NC(=O)CN1CCN(C(=O)c2ccco2)CC1
55) CC(=O)Nc1ccc(S(=O)(=O)N2CCC(NC(=O)c3ccco3)CC2)cc1
56) COc1cccc(N2[C@@H](CC(C)=O)c3cc(C(F)(F)F)ccc3S2(=O)=O)c1

assay / compound | 49 | 50 | 51 | 52 | 53 | 54 | 55 | 56
DT40 TDP1 CPT | -14% | 5% | 8.2µM* | 1% | -31% | ? | -8% | ?
TDP1 cell noCPT | -17% | -5% | 18µM* | -20% | -25% | -22% | -16% | ?
TDP1 block | 2% | nt | 6% | 7% | 4% | 8% | 3% | nt

Exported with values under each structure: part of the list above
Fields: DT40 TDP1 CPT | TDP1 cell noCPT | TDP1 block
[51] CSc1ccccc1NC(=O)CCS(=O)(=O)c1nc(-c2ccc3c(c2)OCO3)cc(C(F)(F)F)n1
→ 8.2µM* | 18µM* | 6%
[52] O=C(Nc1ccc(Cl)c(C(F)(F)F)c1)c1cc2nc(-c3ccc4c(c3)OCO4)cc(C(F)(F)F)n2n1
→ 1% | -20% | 7%

Additional compounds follow.
57) Cc1ccc(CN2CCN(/N=C/C(Br)=C\c3ccccc3)CC2)cc1
58) Cc1ccc(-c2cccc(OC(=O)c3ccccc3F)c2)cc1
59) CCc1ccc(CNC(=O)CCn2ccc3cc(S(=O)(=O)N4CCCC4)ccc32)cc1
60) S=c1[nH]nc(-c2ccncc2)n1/N=C/C=C/c1ccco1
61) O=C(COc1ccc2ccc(=O)oc2c1)Nc1ccc2c(c1)OCCO2
62) O=C(N/N=C/c1ccc(OC(=O)c2ccccc2Cl)cc1)c1cc(O)cc(O)c1
63) COc1ccc(/C=C/C(=O)c2cc(F)ccc2OC(=O)c2ccccc2C)cc1OC
64) COc1ccc(S(=O)(=O)Nc2ccccn2)cc1OC

assay / compound | 57 | 58 | 59 | 60 | 61 | 62 | 63 | 64
DT40 TDP1 CPT | ? | -13% | 21µM* | -27% | -10% | ? | 0.92µM* | 7%
TDP1 cell noCPT | 4.1µM* | -7% | ? | -21% | -27% | -15% | 1µM* | -10%
TDP1 block | 11% | 4% | 0% | nt | 4% | ? | 3% | 6%

65) COc1ccc(Cl)cc1C(=O)Nc1ccc2nc3n(c(=O)c2c1)CCCC3
66) O=C(Nc1cccnc1)c1cccc(-c2cc3ccccc3oc2=O)c1
67) COC(=O)C1CCN(C(=O)c2cc3ccccc3oc2=O)CC1
68) Cc1ccc2oc(C(=O)Nc3ccc(S(=O)(=O)Nc4ncccn4)cc3)cc(=O)c2c1
69) CCNC(=O)c1cc2c(c(-c3cccc(-c4cccnc4)c3)n1)[C@H](CCO)N(S(C)(=O)=O)C2
70) COc1cc(C(=O)OCc2cc(=O)n3ccsc3n2)ccc1OC(C)C
71) N/C(=N\c1nc(CSc2ccc(Cl)cc2)cc(=O)[nH]1)Nc1cccc2ccccc12
72) C#CCNC(=O)C[C@@H]1C[C@@]2(C(=O)OC)CCCCC=C2N(Cc2ccccc2)C1=O

assay / compound | 65 | 66 | 67 | 68 | 69 | 70 | 71 | 72
DT40 TDP1 CPT | 15µM* | 34%[activator] | -1% | -21% | 4.6µM* | 23µM* | 6% | -25%
TDP1 cell noCPT | 18µM* | -7% | 12% | -27% | 4.1µM* | 21µM* | -24% | -27%
TDP1 block | nt | -8% | 1% | 7% | nt | -1% | 6% | nt

73) COC(=O)CSc1nc2ncccc2[nH]1
74) CC(=O)c1cccc(NC(=O)c2cccc3c(-c4cccc(C(N)=O)c4)coc23)c1
75) Cc1cccc(C(=O)NCCCn2ccnc2)c1C
76) CC1(C)OC(=O)C(=CNc2ccc(F)cc2)C(=O)O1

assay / compound | 73 | 74 | 75 | 76
DT40 TDP1 CPT | -2% | 9.2µM* | 25% | -22%
TDP1 cell noCPT | 1% | 12µM* | 9% | -13%
TDP1 block | 2% | nt | nt | -2%
